Screening results: PubChem, NCI
yeast bub3 – NCI yeast anticancer drug screen, S. cerevisiae bub3 mutant strain; % growth inhibition at 50 µM; 78,000 tested, 9.9% active; AID 167, 2004;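 note: 0% = growth of vehicle-only cultures of the same strain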
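Part of a panel of yeast mutants defective in DNA damage repair or cell cycle regulation. Each strain is grown with compound, and inhibition is calculated relative to solvent-treated cultures.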
yeast mec2-1 – NCI yeast anticancer drug screen, S. cerevisiae mec2-1 strain; growth inhibition, % at 50 µM; 79,000 tested, 9% active; AID 157, 2004;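 note: 0% = growth of vehicle-only cultures of the same strain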
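Using mec2-1 yeast: add compound, measure growth, express inhibition versus vehicle-treated cultures.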
yeast cln2 rad14 – NCI yeast anticancer drug screen, S. cerevisiae cln2 rad14 strain. growth inhibition, % at 50 µM. AID 165, 2004. 78,000 tested, 8.3% active;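 note: 0% = growth of vehicle-only cultures of the same strain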
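cln2 rad14 yeast strain; compound exposure; growth inhibition read vs vehicle controls.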
yeast rad50 – NCI yeast anticancer drug screen, S. cerevisiae rad50 strain. growth inhibition, % at 50 µM. AID 155, 2004. 79,000 tested, 10% active;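 note: 0% = growth of vehicle-only cultures of the same strain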
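Vehicle-treated cultures provide the reference for the growth inhibition reported for compound-exposed, repair-deficient yeast.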
yeast mlh1 rad18 – NCI yeast anticancer drug screen, S. cerevisiae mlh1 rad18 strain. growth inhibition, % at 50 µM. 79,000 tested, 11% active;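 note: 0% = growth of vehicle-only cultures of the same strain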
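Genetically defined yeast (DNA repair-deficient) exposed to compounds; growth inhibition determined relative to vehicle.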
sgs1 mgt1 – NCI yeast anticancer drug screen, S. cerevisiae sgs1 mgt1 strain. % growth inhibition at 50 µM. 78,000 tested, 10% active. AID 161, 2004;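 note: 0% = growth of vehicle-only cultures of the same strain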
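Yeast cells carrying a defined DNA-repair defect were exposed to test compounds. Growth inhibition was measured relative to vehicle-treated controls.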
* = called active by the depositor; & = joins results of further samples; ! = not active in a repeat. Cut-off read from the data, not from the text of the source: active = growth inhibition above about 70%; inactive = the rest.

SMILES	yeast bub3	yeast mec2-1	yeast cln2 rad14	yeast rad50	yeast mlh1 rad18	sgs1 mgt1
CCOC(=O)/C(C#N)=C/c1ccc(-c2cc(C(F)(F)F)cc(C(F)(F)F)c2)o1	-2	-7	-15	-18	-1	-8
CCC(C)OC(=O)/C=C/c1ccccc1 (stereo not given)	-10	3	0	1	-11	-2
O=[N+]([O-])/C=C/C=C/c1ccco1	99*	64	99*	100*	96*	97*
O=C1SS(=O)c2ccccc21 (stereo not given)	40	44	6	34	0	50
CCSCC1OC(n2cnc3c(N)ncnc32)CC1SCC (stereo not given)	14	-3	20	18	16	10
CCN(CC)c1ccc(NC(=S)NN(C)C)cc1	3	-30	-1	-25	-21	-16
CN(C)/C=N\c1ncnc2c1ccn2C1OC(CO)C(O)C1O (stereo not given)	3	-5	10	-2	-5	-10
C(/C=N/Nc1ccccc1)=N\Nc1ccccc1	-10	-8	-3	24	9	-1
CCOC(=O)CC(CC(=O)OCC)(OC(C)=O)C(=O)OCC	17	-2	-38	10	11	-3
NCCNc1ccnc2cc(Cl)ccc12	-4	-4	36	16	-16	17
COC(=O)C=Cc1ccc2nncnc2c1 (mixture of isomers)	36	22	17	24	-8	8
COc1cc(C2C(C(=O)Nc3ccc(Cl)c(Cl)c3)=C(C)NC(C)=C2C(=O)Nc2ccc(Cl)c(Cl)c2)ccc1O	91*	91*	89*	91*	90*	89*
COC(=O)CCC(=O)c1ccc(Cc2ccc(C(=O)CCC(=O)OC)cc2)cc1	27	-13	-6	30	11	22
CCC(O)C(=O)O (stereo not given)	-10	-27	-11	-29	-27	-21
Cc1ccc(S(=O)(=O)N/N=C/c2oc(-c3ccccc3Cl)c(-c3ccccc3Cl)c2[N+](=O)[O-])cc1	42	45	38	54	48	58
CC1(C)C(C#N)C(=O)N=C(N)C1C(N)=O (stereo not given)	-24	-20	4	-8	12	-2
O=C(/C=C/c1ccccc1)NCC(O)CO (stereo not given)	0	-3	0	7	12	-4
O=C1c2cccc3cccc(c23)C(=O)N1CCCN1C(=O)c2cccc3cccc(c23)C1=O	6	0	9	8	17	-7
CCCCCCc1c(N)nc(N)[nH]c1=O	-13	9	-37	4	-14	-11
CN1C(N)=NC(c2ccccc2)=CC1(C)c1ccccc1 (stereo not given)	12	-1	32	-9	-1	12
O=C(C(=Nc1ccc(Br)cc1)C(Nc1ccc(Br)cc1)C(=O)c1ccccc1)c1ccccc1 (stereo not given)	13	17	26	44	34	48
CCCCCCC(Sc1n[nH]c(=O)[nH]c1=O)C(=O)OCC (stereo not given)	44	53	52	61	61	78*
CCOc1ccc(Br)cc1/C=N\N=C\c1cc(Br)ccc1OCC	4	-29	13	-9	-10	-2
CC(C)(C)CC(C)(C)N[P+](NC(C)(C)CC(C)(C)C)(NC(C)(C)CC(C)(C)C)NC(C)(C)CC(C)(C)C	91*	88*	91*	83*	91*	91*
COc1ccccc1N1C(Cl)C(=O)C1c1c[nH]c2ccccc12 (stereo not given)	-27	-40	4	27	-35	-29

Single records (already shown):
CCC(C)OC(=O)/C=C/c1ccccc1 (stereo not given) is listed as yeast bub3 = -10; yeast mec2-1 = 3; yeast cln2 rad14 = 0; yeast rad50 = 1; yeast mlh1 rad18 = -11; sgs1 mgt1 = -2
COc1ccccc1N1C(Cl)C(=O)C1c1c[nH]c2ccccc12 (stereo not given) is listed as yeast bub3 = -27; yeast mec2-1 = -40; yeast cln2 rad14 = 4; yeast rad50 = 27; yeast mlh1 rad18 = -35; sgs1 mgt1 = -29

(further entries)
SMILES	yeast bub3	yeast mec2-1	yeast cln2 rad14	yeast rad50	yeast mlh1 rad18	sgs1 mgt1
CC1=Nc2ccccc2N(C)/C1=C/C1=C(Cl)C(=O)c2ccccc2C1=O	16	33	11	16	23	26
CCCCCCCCCCCC(=O)OCCCl	43	19	-100	-3	37	44
Clc1c(-c2ccccc2)oc2nc3ccccc3nc12	-2	7	22	14	26	14
COc1ccc2oc(=N)c(C(=O)Nc3ccccc3)cc2c1	-5	20	5	24	-38	-10
CCOc1ccc(CCC(=O)O)cc1	-6	-9	3	4	12	-2
NC(=S)c1cccc2ccccc12	-28	-7	-43	31	4	0
COC1=C(Br)C(=O)C(OC)=C(Br)C1=O	15	31	3	32	6	41
CCOC(=O)C1CC(=O)C(C(=O)OCC)CC1=O (stereo not given)	8	9	5	33	18	24
c1cc2c3c(cccc3c1)-c1nc3ccccc3nc1-2	0	-21	4	-5	20	-5
CCS(=O)(=O)/C=C(\C#Cc1ccccc1)c1ccccc1	87*	82*	80*	79*	92*	84*
Cc1nc2ccccc2c2c(N)cccc12	-12	-32	-16	-3	-20	-17
CC(=C/C=C/C=C(C)\C=C\C=C(\C)C(=O)O)/C=C/C=C(/C)C(=O)O	16	-8	8	18	17	9
O=C(COc1ccc(Cl)cc1Cl)Nc1ccccc1	2	-6	8	-2	-7	-3
O=C(CCBr)OCCC1CCCCC1	-7	-2	-16	-2	6	-1
COC(=O)N/N=C(\C)C(CN1CCOCC1)C(c1ccccc1)c1cc2ccccc2oc1=O (stereo not given)	8	7	11	-1	2	-6
c1csc(-c2ccn[nH]2)c1	-42	-47	3	-22	-32	-18
CC(NNC(=O)CC(=O)N(C(=O)c1ccccc1)c1ccc(Cl)cc1)c1cc2ccccc2oc1=O (stereo not given)	21	-26	-64	9	-25	-6
O=C(c1ccccc1)c1ccc2cccc3c2c1CC3	52	15	21	40	34	32
NC(N)=NCC[C@H](NC(=O)OCCCCCn1ccc(=O)[nH]c1=O)C(=O)O	-16	-2	-11	-10	-49	5
COc1ccc(C2SCC(=O)N2NC(=O)c2ccc(NC(C)=O)cc2)cc1 (stereo not given)	-22	-50	-9	-50	-62	-62
CCC(CO)NC(=O)/C=C/c1ccccc1Cl (stereo not given)	-1	14	2	7	10	2
O=C(NCCCl)SCCO	-16	1	9	16	19	2
COC(=O)C12C=CC(C1)n1c(=O)n(-c3ccccc3)c(=O)n12 (stereo not given)	4	7	0	-9	-3	0
CCCCCCCCC(CCCCCCCC)C1CC2CCCC2C2CCCC12 (stereo not given)	3	-7	-30	-25	7	-10
S=C(Cc1ccccc1)N1CCOCC1	-18	14	-16	0	8	-4
Next section
SMILES	yeast bub3	yeast mec2-1	yeast cln2 rad14	yeast rad50	yeast mlh1 rad18	sgs1 mgt1
CCCCN1CCN(c2ccc([N+](=O)[O-])c3no[n+]([O-])c23)CC1	91*	93*	88*	91*	90*	90*
NC1CCC(CC2CCCC2)CC1 (stereo not given)	44	4	-21	37	12	35
CS/C(N)=N/NC(=O)CCC(=O)Nc1cc(Cl)c(Cl)cc1Cl	-1	3	15	25	20	-10
CC[P+](CC=C(C)C)(c1ccccc1)c1ccccc1	31	24	-4	5	18	10
N#Cc1c2c(c(Nc3ccc(F)cc3)n3c1nc1ccccc13)CCCC2	-14	-1	8	-4	-28	-57
CCc1cc2c(cc1/C(C)=N/N=C(\C)c1cc3c(cc1CC)C(C)(C)CCC3(C)C)C(C)(C)CCC2(C)C	10	-2	-31	-27	-16	-9
CS(=O)(=O)c1[nH]nc2[nH]c(=O)[nH]c(=O)c12	-29	-30	-5	-30	7	-26
CC(=O)/C(C)=C/C(=O)O	5	-20	-7	-14	-8	3
Cc1cc(-c2cc(C)c(O)c(C)c2)cc(C)c1O	-36&5	1&17	-4&15	-2&17	3&23	-7&39
O=C(O)CC(O)(c1ccccc1)c1ccccc1	1	-2	-8	0	0	-5
Cc1noc2cccc(O)c12	1	13	11	1	35	16
NC(CSS(=O)(=O)CC(N)C(=O)O)C(=O)O (stereo not given)	6	3	-21	-6	-7	6
COc1ccc(/C=C/C(=O)c2sc(NC(=S)NC(=O)c3ccc(Cl)cc3)nc2C)cc1OC	-2	13	10	16	7	29
CCCCCCCCCCCCS	-21	6	43	26	-31	16
Cc1ccc(-c2n[nH]c(=O)[nH]2)cc1	13	14	-7	-4	8	-11
CCCc1oc(C)cc1CC	-16	-22	-2	0	-10	0
COc1ccc(/C=N/NC(N)=O)cc1	-5&16	-14&5	-22&4	8&40	-6&2	4&-10
CCCC(=O)Oc1ccc(N=C2C=CC(=O)C=C2)cc1	30	16	-18	46	33	4
CN1CCCC2C3=CC=C4CC(O)CCC4(C)C3CCC21C (stereo not given)	24	22	14	60	35	35
COC1(C)CCC(=O)O1 (stereo not given)	2	-3	0	-9	-5	-14
O=C1c2ccccc2S(=O)N1OCc1ccccc1 (stereo not given)	1	1	-17	-1	10	15
COc1cc(C(O)c2ccc3c(c2)OCO3)cc(OC)c1OC (stereo not given)	9	-10	5	-25	-9	-23
CC(C)C1=C(O)C2=C(C(=O)C1=O)C1(C)CCCC(C)(C)C1CC2O (stereo not given)	17&57	-9&22	6&32	14&37	83*!	40&45
Cc1ccc(CN2CCN(Cc3ccc(C)o3)C(C)C2)o1 (stereo not given)	28	9	29	12	19	-16
Cc1ccc(CNC2=C(Cl)C(=O)c3ccccc3C2=O)cc1C	98*	98*	97*	97*	97*	97*

Random excerpt: seven compounds from above.
SMILES	yeast bub3	yeast mec2-1	yeast cln2 rad14	yeast rad50	yeast mlh1 rad18	sgs1 mgt1
CC1(C)C(C#N)C(=O)N=C(N)C1C(N)=O (stereo not given)	-24	-20	4	-8	12	-2
N#Cc1c2c(c(Nc3ccc(F)cc3)n3c1nc1ccccc13)CCCC2	-14	-1	8	-4	-28	-57
Cc1cc(-c2cc(C)c(O)c(C)c2)cc(C)c1O	-36&5	1&17	-4&15	-2&17	3&23	-7&39
Clc1c(-c2ccccc2)oc2nc3ccccc3nc12	-2	7	22	14	26	14
O=C(C(=Nc1ccc(Br)cc1)C(Nc1ccc(Br)cc1)C(=O)c1ccccc1)c1ccccc1 (stereo not given)	13	17	26	44	34	48
CN1CCCC2C3=CC=C4CC(O)CCC4(C)C3CCC21C (stereo not given)	24	22	14	60	35	35
CCC(C)OC(=O)/C=C/c1ccccc1 (stereo not given)	-10	3	0	1	-11	-2

The list goes on.
SMILES	yeast bub3	yeast mec2-1	yeast cln2 rad14	yeast rad50	yeast mlh1 rad18	sgs1 mgt1
O=C1CC(c2ccccc2Cl)C(c2ccccc2Cl)C1 (stereo not given)	97*	96*	96*	98*	97*	97*
CC(C)CCn1c(=O)c2c(=O)[nH][nH]c2c2ccccc21	4	-4	0	-1	-27	-34
O=C(O)CNCc1ccc2c(c1)OCCO2	-4	16	-3	7	-16	-10
CS(=O)(=O)OC1COC(c2ccccc2)OC1C1OC(c2ccccc2)OCC1OS(C)(=O)=O (stereo not given)	-1	-4	-4	-27	-7	-32
COc1ccc(OC)c(N2C(=O)C(=O)C(C(C)=O)C2=O)c1 (stereo not given)	8	-2	25	28	16	7
CC(=O)OCc1ccc(O)c(C=O)c1	3	57	50	78*	49	63
Cc1ccc(N2C(=O)/C(=c3\s/c(=C(/N)O)c(=N)n3-c3ccccc3)SC2=S)cc1	2	-28	-9	25	-11	-27
N#C/C(=C/C=C/c1ccco1)C(N)=O	-6	2	11	10	13	16
Cc1ccc2[nH]c3c(C)c4cc[n+](C)cc4c(C)c3c2c1	66	80*	62	86*	-27	86*
COc1ccc(Cc2cc3c(cc2OCCOC(C)=O)OCO3)cc1	15	11	0	17	23	10
CSc1nc(-c2ccc([N+](=O)[O-])cc2)oc1/N=C/c1ccc([N+](=O)[O-])cc1	3	-10	-29	-8	4	-15
O=C(O)CCSc1ccccc1[N+](=O)[O-]	-1	-9	-10	32	20	23
Cc1cc2oc3ccccc3c(=O)c2c(C)c1Cl	10	5	-3	-18	-4	-10
COC(=O)C1CC/C=C\CCC1 (stereo not given)	-5	-7	-44	-11	2	-12
O=[N+]([O-])c1cc(Br)cc(Br)c1O	76*	50	83*	62	68	40
c1ccc2c(c1)ccc1c[n+]3ccccc3cc12	9	23	44	27	62	22
O=C1NC(=O)/C(=C/CCCO)N1	0	-5	-9	3	-7	-10
COc1ccc(-n2[nH]nc(C(N)=O)c2=O)cc1	-25	-2	-23	8	-65	-33
COC(=O)/C=C/c1cc2c(cc1-c1c(C(=O)O)cc(OC)c(OC)c1OC)OCO2	-28	-1	-3	-11	-8	-19
O=C1Cc2ccccc2CCc2ccsc21	-9	-27	-4	0	-5	-33
CCOC(=O)C1=C(OC)CN(C(=O)OCC)C1	-2	-5	-52	21	-2	-7
c1ccc(N2CCN(c3ccccc3)C2)cc1	9	-13	9	-34	12	-13
O=c1[nH]c2c3ccccc3ccc2c2cc3c(cc12)OCO3	1	-10	9	20	30	0
O=C(NCCO)Nc1cccc2ccccc12	9	-14	13	-10	-2	6
CCCCCCCCCSCCC(=O)O	-1	4	-6	5	-24	-4
CCOS(=O)(=O)c1ccc([N+](=O)[O-])cc1	5	6	5	7	6	4
Oc1c(Cl)cc(Cl)cc1/C=N/c1nc(-c2ccc(Cl)cc2)cs1	39	26	28	52	35	61
O=C1CCCC/C1=C\c1cccc2ccccc12	24	16	-8	15	16	0
